D2 antagonist: antagonists of human D2 dopamine receptor | inhibition, % at 10 µM | actives 2% (n = 340,000) | AID 485344 | HEK293 TREx D2 cells, calcium flux, dopamine EC80; in the data active means inhibition above about 30%; further: 0% is about no effect
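Overnight-induced (tetracycline, 30 C) HEK293 T-REx cells carrying force-coupled D2 receive a no-wash calcium dye, then compound, then EC80 dopamine at 180 s; signals are read kinetically throughout.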
PI4K2A block: inhibitors of human PI4K2A; Q9BTU6; purified PI4K2A, ADP-Glo luminescence, 1 h; hits give low values; activity change, negative = inhibition, % at 76.9 µM; actives 0.13% (n = 420,000); AID 1346378; in the data active means activity change below about -50%; inconclusive means mostly about -30% to -49%;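 further: -100% = wells without enzyme as full effect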
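ADP-Glo luminescence measured ADP generated by PI4K2A enzyme (4 ug/mL before mixing) with 1.2 mM PI substrate (pre-mix) and 300 microM ATP (pre-mix). Tris pH7.5 buffer with MgCl2, Triton X-100; 1 h reaction at ambient temperature.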
D2 agonist: D2 dopamine receptor (human) agonism; HEK293 T-REx D2 cells, calcium flux agonist mode; activation, % at 2 µM; actives 0.53% (n = 340,000);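 active means activation over 3 SD above normal in the single-dose calcium agonist read, cut at about 30% in these data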; further: 0% is about no effect
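In this primary screen, compounds producing a positive calcium signal within 180 s of addition to tetracycline-induced, force-coupled HEK293 Trex D2 cells are flagged; cells are dye-loaded with a no-wash calcium kit beforehand.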
USP1-UAF1 inh: blocks the human USP1/UAF1 deubiquitinase complex; O94782; Potency, µM (doses to about 57.1 µM), for inactives: top-dose activity change, negative = inhibition, most hits filed as inhibitors; actives 0.23% (n = 390,000); recombinant USP1/UAF1, Ub-Rhodamine cleavage fluorescence; further: potency means the concentration at half of the fitted maximal effect; on the % scale 0 is the no-effect control and ±100 the full control effect; nearly all actives have a fitted effect of over 60% in size; inactives centre near -12
Target sequence (O94782 whole entry, looked up): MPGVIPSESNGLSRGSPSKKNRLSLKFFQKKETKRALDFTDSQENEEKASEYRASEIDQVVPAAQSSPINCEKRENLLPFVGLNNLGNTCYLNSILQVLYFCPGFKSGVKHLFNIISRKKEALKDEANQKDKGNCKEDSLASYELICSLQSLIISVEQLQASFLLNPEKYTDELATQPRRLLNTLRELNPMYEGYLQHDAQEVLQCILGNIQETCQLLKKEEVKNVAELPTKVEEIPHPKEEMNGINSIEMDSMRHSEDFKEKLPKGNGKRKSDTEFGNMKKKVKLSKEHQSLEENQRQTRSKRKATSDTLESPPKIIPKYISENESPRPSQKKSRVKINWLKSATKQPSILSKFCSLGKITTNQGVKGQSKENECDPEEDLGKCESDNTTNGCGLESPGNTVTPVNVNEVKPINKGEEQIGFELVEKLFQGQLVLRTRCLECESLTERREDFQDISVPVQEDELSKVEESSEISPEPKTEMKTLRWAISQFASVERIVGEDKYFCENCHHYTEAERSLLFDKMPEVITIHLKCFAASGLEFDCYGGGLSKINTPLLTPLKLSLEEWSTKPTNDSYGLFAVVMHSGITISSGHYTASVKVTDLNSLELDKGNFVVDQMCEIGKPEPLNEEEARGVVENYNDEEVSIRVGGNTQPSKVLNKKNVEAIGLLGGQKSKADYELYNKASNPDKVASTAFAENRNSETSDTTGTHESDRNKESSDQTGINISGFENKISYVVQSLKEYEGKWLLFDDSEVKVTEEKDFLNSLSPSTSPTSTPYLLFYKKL
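In this screen, compounds sit with the deubiquitinase complex (1nM) for 15 min at room temperature before Ub-Rho is added at 150nM final. Fluorescence rise is then followed for 6 reads every 60 seconds.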
IDH1 R132H inh: inhibitors of human mutant IDH1 R132H; O75874; IDH1-R132H enzyme, NADPH consumption, diaphorase/resazurin fluorescence; Potency, µM (titrated, usually from 76.6 µM), inactives show at the top dose activity change, negative = inhibition, most hits filed as inhibitors; actives 0.093% (n = 390,000); AID 602179; further: potency means the concentration at half of the fitted maximal effect; on the % scale 0 is the no-effect control and ±100 the full control effect; nearly all actives have a fitted effect of over 65% in size
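IDH1-R132H (0.5 ug/mL dispensed) in pH 7.5 Tris buffer was preincubated 30 min with compound, then given a substrate mix of 0.016 mM NADPH and 2 mM alpha-KG for 80 min at room temperature; remaining NADPH was read by diaphorase/resazurin fluorescence.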
TRHR ag: TRH receptor (human) agonism; actives 0.18% (n = 360,000); activation, % at 2 µM; P34981; TRHR cells, calcium flux fluo-8, FDSS agonist mode; in the data active means activation above about 30%; further: 0% is about no effect
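Steps: seed TRHR cells overnight; add fluo-8 no-wash Ca dye, RT 30 min–1.5 h; record 10 s baseline; pin-transfer compounds; monitor fluorescence 1 cycle/s for the agonist window. Calcium increases flag candidate agonists.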
TRHR enhancer: allosteric enhancers of human TRH receptor; actives 0.66% (n = 360,000); TRHR cells, fluo-8 calcium fluorescence, EC20 TRH enhancement; P34981; AID 493056; enhancement, % at 2 µM; in the data active means enhancement above about 30%; further: 0% is about no effect
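Enhancer read-out: after compound pinning and an initial kinetic agonist-mode read, an EC20 of TRH (10 nM final) was injected and fluo-8 calcium signal (Ex 480/Em 530) followed at 1 s/cycle for 100 cycles in TRHR-expressing cells.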
TrxR1 inh: inhibitors of rat thioredoxin reductase 1; O89049; recombinant rTrxR1, NADPH fluorescence consumption, selenite substrate; Potency, µM (highest dose often 114 µM), for inactives: at the highest dose activity change, negative = inhibition, usual class: inhibitors; actives 1% (n = 390,000); AID 588453; further: potency means the concentration at half of the fitted maximal effect; on the % scale 0 is the no-effect control and ±100 the full control effect; nearly all actives have a fitted effect of over 65% in size
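Rat TrxR1 (90 nM in the dispensed reagent) was pre-reduced with 400 uM NADPH for 5 min at room temperature, then incubated with compound for 15 min. After 400 uM selenite was added, NADPH fluorescence (Ex 340/Em 450 nm) was followed for 8 min.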
TrxR1 substrate: is turned over as a substrate by rat TrxR1; purified TrxR1 substrate turnover, NADPH consumption readout; Potency, µM (titrated, usually from 114 µM), without a hit: top-dose activity change, negative = substrate turnover; actives 0.01% (n = 390,000); AID 588456; further: potency means the concentration at half of the fitted maximal effect; on the % scale 0 is the no-effect control and ±100 the full control effect; nearly all actives have a fitted effect of over 50% in size
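Rat TrxR1, dispensed at 90 nM, was prereduced with 400 uM NADPH (final) for 5 min at ~22 deg C, then incubated with compound 15 min before 400 uM selenite. A first-read NADPH fluorescence drop versus no-compound background flagged substrates.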
Starred values were filed as active, the others as inactive; ? = inconclusive; / = not tested or not shown; & = joins results of further samples; [ ] = remark or other dose. Unless noted, the call rests on the fitted dose curve; in most records, active means well fitted inhibition curve with a large enough effect; inconclusive means small, poorly fitted or top-dose-only effect; inactive means no such curve, though single readings can be large or run the other way.

mol,D2 antagonist,PI4K2A block,D2 agonist,USP1-UAF1 inh,IDH1 R132H inh,TRHR ag,TRHR enhancer,TrxR1 inh,TrxR1 substrate
CN1C(C(=O)Nc2ccccn2)=C(O)c2sccc2S1(=O)=O,-15,-3&0,0.8,-11%,5%,0.4,7,-8%,-9%
CC(C)CCNC(=O)C(c1ccncc1)N(C(=O)Cn1nnc(-c2ccc(F)cc2)n1)c1ccccc1F (configuration not stated),-22,1,2.3,?,-1%,-0.1,-3,14%,0%
CCCCNS(=O)(=O)c1ccc(N2CCCCS2(=O)=O)cc1,/,0,/,-22%,-8%,0.5,-1,15%[57.1 µM],0%[57.1 µM]
Cc1onc(-c2ccccc2)c1C(=O)N1CCCC1,6,-4,-0.1,-18%,5%,-0.5,-6,27%,1%
Cc1nnc(SC(C(=O)Nc2cc(Cl)cc(Cl)c2)c2ccccc2)[nH]c1=O (configuration not stated),-36,-3,-0.9,-13%,-10%,-0.4,9,17%,-4%
COc1ccc(C(=O)CC(c2ccccc2)C2CCCCC2=O)cc1 (configuration not stated),7,-1,-0.6,7%,1%,-0.5,-3,10%,7%
COc1ccc(NC(C#N)c2ccccc2OCc2ccccc2)cc1 (configuration not stated),6,-2,-1.1,-9%,9%,0.3,12,15%,3%
COc1ccc(N2C(=O)C(Cl)=C(N3CCOCC3)C2=O)cc1,0,-8,-0.2,0%,-2%,0.2,5,12%,0%
COc1ccc(OC)c2c1CCC2=O,11,-3,-0.7,3%,2%,-0.5,7,-18%,56%[activator]
CC1CN(c2nc3ccccc3nc2SCC(=O)Nc2ccc(F)cc2)CC(C)O1 (configuration not stated),-14,-3,0.1,-23%,-6%,0.3,-4,12%[57.1 µM],-11%[57.1 µM]
O=C(NNC(=O)c1ccc2c(=O)n3c(nc2c1)CCC3)c1cccc(Cl)c1,/,2,/,-2%,-3%,0.6,1,3%,-4%
CC(=O)c1ccc(C(=O)N(Cc2cccnc2)c2nc3c(C)c(C)ccc3s2)cc1,/,-5,0.5,-2%,-7%,0.1,-1,10%[57.1 µM],1%[57.1 µM]
CC1CN(C(=O)c2ccc(CNS(=O)(=O)c3cccc(C(F)(F)F)c3)cc2)CC(C)O1 (configuration not stated),/,-7,/,1%,9%,-0.3,-4,4%,-3%
O=C(Nc1ccc(C(=O)NC2CCCCC2)cc1)c1cncc(Br)c1,13,10,-1.6,-12%,-6%,-1.0,-3,24%[57.1 µM],12%[57.1 µM]
CCc1ccc(NC(=O)CC2C(=O)NCCN2C(=O)c2ccccc2OC)cc1 (configuration not stated),4,1&-5,-0.7&0.2,-14%&-6%,5%&-6%,0.5&0.5,6&-2,13%&10%,5%&-5%
CCOC(=O)N1CCC(=NNc2ncc(C(F)(F)F)cc2Cl)CC1,12,0,1.8,-2%,6%,-2.0,-4,16%[57.1 µM],-2%[57.1 µM]
CC(C)C1C2=C(CC(C)(C)CC2=O)ON1c1ccccc1 (configuration not stated),-2,-4,-0.6,0%,4%,-1.5,-5,?,4%
O=C(CNC(=O)c1ccccc1F)NCCOc1ccccc1Cl,-3,-4,0.5,-11%,-3%,0.3,-3,14%,-1%
O=C(CCS(=O)(=O)c1ccc2c(c1)NC(=O)CO2)NCCc1ccccc1,16,-9,-0.3,-16%,0%,-0.4,-1,29%[57.1 µM],-9%[57.1 µM]
CC(SC1=NCCN1S(=O)(=O)c1ccc(F)cc1)c1ccccc1 (configuration not stated),7,1,0.5,-17%,11%,0.2,2,26%,6%

One compound at a time (already shown):
COc1ccc(N2C(=O)C(Cl)=C(N3CCOCC3)C2=O)cc1 is entered as D2 antagonist = 0; PI4K2A block = -8; D2 agonist = -0.2; USP1-UAF1 inh = 0%; IDH1 R132H inh = -2%; TRHR ag = 0.2; TRHR enhancer = 5; TrxR1 inh = 12%; TrxR1 substrate = 0%
Cc1nnc(SC(C(=O)Nc2cc(Cl)cc(Cl)c2)c2ccccc2)[nH]c1=O (configuration not stated) is entered as D2 antagonist = -36; PI4K2A block = -3; D2 agonist = -0.9; USP1-UAF1 inh = -13%; IDH1 R132H inh = -10%; TRHR ag = -0.4; TRHR enhancer = 9; TrxR1 inh = 17%; TrxR1 substrate = -4%
O=C(CNC(=O)c1ccccc1F)NCCOc1ccccc1Cl is entered as D2 antagonist = -3; PI4K2A block = -4; D2 agonist = 0.5; USP1-UAF1 inh = -11%; IDH1 R132H inh = -3%; TRHR ag = 0.3; TRHR enhancer = -3; TrxR1 inh = 14%; TrxR1 substrate = -1%

Other results follow:
mol,D2 antagonist,PI4K2A block,D2 agonist,USP1-UAF1 inh,IDH1 R132H inh,TRHR ag,TRHR enhancer,TrxR1 inh,TrxR1 substrate
CCCCC1=CC2=CC(=O)C(C)(OC(=O)CC)C(=O)C2=CN1c1ccc(OC)cc1 (configuration not stated),9,-4,-0.2,-20%,2%,-0.2,-4,-7%,-8%
CCC(=O)N1CCc2cc(S(=O)(=O)N(CC)c3cccc(C)c3)ccc21,28,-5,-1.4,-5%,2%,-0.3,5,20%[11.4 µM],2%[57.1 µM]
COc1ccccc1C(=O)OC1CCCN(C)C1 (configuration not stated),5,-1,0.5,-5%,-9%,0.4,-2,14%,3%
O=[N+]([O-])c1ccc(NCCN2CCOCC2)c([N+](=O)[O-])c1,-4,-13,-0.9,-9%,7%,-0.3,4,25%,-1%
N#Cc1c(N2CCOCC2)nc(N2CCCCC2)c2c1CCN(C1CCCCC1)C2,6,2,0.1,-10%,4%,-0.6,6,16%[57.1 µM],11%[57.1 µM]
Cn1nnnc1Sc1ncnc2scc(-c3ccc(C(F)(F)F)cc3)c12,1,7,-1.0,/,/,-0.4&-0.3,-4&-7,2%[57.1 µM],12%[57.1 µM]
CCCN(CCC)C(=O)C1CCN(c2cc(C)nc3c(-c4ccc(OC)c(OC)c4)c(C)nn23)CC1,-4,-9,-1.5,-9%,-6%,0.3,0,8%,8%
Cc1cc(=O)[nH]c(SCCCOc2ccccc2Cl)n1,11,5,0.2,-4%,8%,-1.0,-4,6%,-3%
Cc1ccc(Cl)cc1N1CCN(C(=O)CN(C2CCCCC2)S(C)(=O)=O)CC1,-1,2,-0.5,-24%,3%,-0.4,16,-7%,-4%
CC1CCC(NC(=O)C2(C)Cc3ccccc3C(=O)N2Cc2ccc(F)cc2)CC1 (configuration not stated),/,-1,5.5,-1%,/,4.5,-7,19%,1%
Cc1cc([N+](=O)[O-])ccc1N=Nc1c(N)[nH]n(-c2ccccc2)c1=O,-4,-1,5.9,-20%,5%,-0.3,1,27%[57.1 µM],-9%
Cc1cccc(C)c1NC(=S)NC1CCCCC1,0,8,-1.7,-16%,7%,-1.5,6,-13%,-4%
COc1ccccc1C1C=C(c2ccccc2)Nc2nnnn21 (configuration not stated),-12,0,0.2,-21%,8%,-0.4,-6,-12%,-1%
COc1ccc(CCNC(=O)CCCOc2ccc(Cl)cc2)cc1OC,14,2,0.4,-16%,7%,-0.9,-5,18%[57.1 µM],7%[57.1 µM]
CCN(CC)S(=O)(=O)c1cc(NC(=O)COC(=O)CCC(=O)c2cccs2)ccc1C,-7,-4,1.1,-27%,1%,1.3,-4,2%[57.1 µM],-2%[57.1 µM]
Cc1ccc(NC(=S)N2CC(C)OC(C)C2)cc1C (configuration not stated),-18,3,0.6,-26%,-10%,0.0,8,7%,3%
COc1ccc(OC)c(N(C(=O)c2snc(C(N)=O)c2N)C(C(=O)NCc2ccccc2)c2ccc(O)cc2)c1 (configuration not stated),43*,2,1.4,-6%,?,1.0,0,10%,11%
CCOC(=O)c1csc(NC(=O)c2ccc(OC)c(OC)c2)n1,-3,-1,2.3,-6%,3%,0.3,2,14%,6%
COc1ccc(NC(=O)C2=CC(c3ccc(C)cc3)=NS(=O)(=O)N2C)cc1,-14,-1,-0.6,-5%,-5%,-0.6,-2,8%[57.1 µM],1%[57.1 µM]
CCOC(=O)c1nc2nc(C)cc(=O)n2[nH]1,/,-5,/,-2%,6%,0.6,-5,-1%,-2%
CCN(c1ccccc1)S(=O)(=O)c1ccc(C(=O)Nc2ccc(C)cn2)cc1,-5,-1,0.0,-22%,0%,0.0,-2,38%[57.1 µM],-3%
COc1cccc(CNc2ccc(Br)cn2)c1O,2,-3,-0.3,-12%,9%,-0.1,-4,18%[57.1 µM],13%[57.1 µM]
CCCNC(=O)CCCCn1c(=S)[nH]c2c([nH]c3ccc(OC)cc32)c1=O,6,1,0.7,-12%,-2%,0.3,1,27%,-1%
Cc1cc(C(C)c2ccccc2)c(O)c(CN2CCOCC2)c1C (configuration not stated),/,-3,/,-19%,7%,-0.4,8,-8%,-2%
c1ccc(SCc2cn3cccnc3n2)nc1,-3,11,0.5,-7%,0%,-0.1,2,25%,184%[activator]
COc1ccc(/C=C/C(=O)Nc2ccccc2C(N)=O)cc1S(=O)(=O)N1CCOCC1,-3,9,-0.1,-2%,-1%,0.3,1,-19%,-15%
O=C(CSc1ccc2ccccc2c1)Nn1cnnc1,-6,0,-0.9,-6%,1%,-1.5,17,15%[57.1 µM],14%[57.1 µM]

Sorted by value in TRHR enhancer (ascending): three of the compounds above
structure,TRHR enhancer
COc1ccc(CCNC(=O)CCCOc2ccc(Cl)cc2)cc1OC,-5
O=[N+]([O-])c1ccc(NCCN2CCOCC2)c([N+](=O)[O-])c1,4
COc1ccc(NC(C#N)c2ccccc2OCc2ccccc2)cc1 (configuration not stated),12

Compound activity as filed in PubChem.
